From PubChem
GSK3beta inhib: human GSK3beta kinase inhibitors, primary screen, biochemical, cell-free homogeneous, HTS | Glycogen synthase kinase-3 beta (Homo sapiens), P49841 | GST-GSK3beta kinase, ADP-Glo luminescence, 60 min; stronger effect = lower value | activity score (negative = inhibition), % at 10 µM | hit rate 0.038% among 300,000;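 active = more than half of replicate wells score below -50%, meaning over 50% inhibition versus plate controls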;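 note: 0% = median DMSO wells and -100% = median GW8510 positive control wells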
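Assay system: GST-tagged human GSK3beta kinase, cell-free; Input: 1.6 ng GSK3beta; Medium: Tris/MgCl2 kinase buffer; Timing: 60 min enzyme reaction, room temperature; Signal: ADP-Glo luminescence quantifying ADP generated by kinase; Evaluation: score relative to plate controls; Benchmarks: DMSO neutral wells and GW8510 at 20 µM as positive.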
hERG protect: hERG rescue from dofetilide block, primary screen, cell-based, CHO-hERG, FluxOR thallium flux, dofetilide IC70; dofetilide IC70 present; Voltage-gated inwardly rectifying potassium channel KCNH2 (Homo sapiens), Q12809; activation (rescue from dofetilide block), less the hit threshold, % at 10 µM; hit rate 0.51% among 310,000;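 active = activation above the mean of controls blocked by dofetilide plus 5 SD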;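 note: thallium influx through hERG after potassium depolarization seen as dye fluorescence rise; in these data hits start at about 4.7%; inactives centre near -7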
Target sequence (Q12809 whole entry, looked up): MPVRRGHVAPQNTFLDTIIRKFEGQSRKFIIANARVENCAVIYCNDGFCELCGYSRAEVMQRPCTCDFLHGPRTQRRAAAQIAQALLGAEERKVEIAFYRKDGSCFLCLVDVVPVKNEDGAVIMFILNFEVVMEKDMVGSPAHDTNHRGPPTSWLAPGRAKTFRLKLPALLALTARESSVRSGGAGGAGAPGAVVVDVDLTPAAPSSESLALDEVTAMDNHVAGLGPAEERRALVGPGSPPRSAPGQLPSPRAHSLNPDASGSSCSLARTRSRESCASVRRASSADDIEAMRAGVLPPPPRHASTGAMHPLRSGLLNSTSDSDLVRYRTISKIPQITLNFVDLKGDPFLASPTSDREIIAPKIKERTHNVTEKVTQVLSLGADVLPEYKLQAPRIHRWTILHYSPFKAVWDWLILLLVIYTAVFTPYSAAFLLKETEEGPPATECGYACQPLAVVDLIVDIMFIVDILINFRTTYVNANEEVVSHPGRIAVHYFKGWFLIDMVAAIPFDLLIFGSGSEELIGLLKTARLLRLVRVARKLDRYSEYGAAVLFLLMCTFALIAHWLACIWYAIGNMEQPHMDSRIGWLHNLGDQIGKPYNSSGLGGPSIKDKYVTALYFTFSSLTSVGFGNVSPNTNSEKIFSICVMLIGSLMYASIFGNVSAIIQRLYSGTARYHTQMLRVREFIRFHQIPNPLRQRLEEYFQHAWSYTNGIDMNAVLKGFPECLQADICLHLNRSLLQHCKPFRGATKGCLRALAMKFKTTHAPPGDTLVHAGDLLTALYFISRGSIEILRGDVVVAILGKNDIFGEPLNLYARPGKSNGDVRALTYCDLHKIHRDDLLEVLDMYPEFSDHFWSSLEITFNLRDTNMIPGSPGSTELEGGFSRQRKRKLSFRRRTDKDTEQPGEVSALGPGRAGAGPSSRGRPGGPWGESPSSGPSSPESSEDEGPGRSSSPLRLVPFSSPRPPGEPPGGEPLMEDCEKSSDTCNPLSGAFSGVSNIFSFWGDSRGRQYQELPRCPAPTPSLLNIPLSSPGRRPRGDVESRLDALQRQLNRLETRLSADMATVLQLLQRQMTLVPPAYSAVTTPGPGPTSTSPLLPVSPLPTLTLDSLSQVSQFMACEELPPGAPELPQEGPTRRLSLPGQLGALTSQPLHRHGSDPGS
KCNK9 block: KCNK9 potassium channel inhibitors, primary screen, HEK293 cells, thallium flux | Potassium channel subfamily K member 9 (Homo sapiens), Q9NPC2 | FluxOR thallium flux fluorescence; stronger effect = lower value | B-score at 10 µM | hit rate 1.2% among 310,000 | AID 488922, 2010;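 active = ratio B-score over 3 SD below the library mean, with starting fluorescence within 5 SD of its mean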;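 note: negative B-score means less thallium flux so channel inhibition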
RGS4 act: RGS4 potentiators or activators, primary screen, cell-based, HEK293 M3R inducible RGS4, calcium flux. carbachol calcium flux Fluo4; stronger effect = lower value. hit rate 0.92% among 310,000. B-score at 10 µM;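 active = B-score of the integrated calcium signal more than 4 SD below the library mean, with starting fluorescence not abnormally high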;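 note: negative B-score means reduced calcium response which marks RGS4 activation or potentiation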
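System: HEK293 FlpIn-TREx cells, stable M3R, doxycycline-inducible RGS4. Timing: overnight RGS4 induction, 30 min dye load 37 °C, 20 min compound RT. Also added: carbachol, ECmax concentration. Measured by: Fluo4 fluorescence kinetic imaging of calcium. Evaluation: integrated calcium ratio converted to B score.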
KCNQ1 inh: inhibitors of human KCNQ1 channel, primary screen, cell-based, thallium flux, high-throughput; Potassium voltage-gated channel subfamily KQT member 1 (Homo sapiens), P51787; CHO-K1 KCNQ1, FluxOR thallium flux fluorescence; stronger effect = higher value; hit rate 1.3% among 310,000; B-score at 10 µM;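 active = compounds whose thallium flux B-score, printed positive for inhibition, exceeds three library SD while starting fluorescence stays within three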;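 note: channel opened by potassium depolarization with thallium stimulus after 20 min compound exposure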
GSK3 alpha inh: blockers of GSK3A enzyme activity – biochemical, luminescence, cell-free homogeneous, HTS, primary screen. GSK-3 alpha kinase, ADP-Glo luminescence, 60 min. inhibition, % at 10 µM. hit rate 0.1% among 320,000;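 in the data active = inhibition above about 50%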;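 note: GST-tagged GSK-3 alpha with peptide substrate and 25 µM ATP; 0% = DMSO neutral wells and 100% = GW8510 positive control wells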
RGS4 inh: RGS4 inhibitors, primary screen, cell-based, HEK293 M3R inducible RGS4, calcium flux. AID 463165, 2010. Fluo-4 calcium flux; stronger effect = higher value; triggered by carbachol at its EC20. Regulator of G-protein signaling 4 (Homo sapiens), P49798. hit rate 0.45% among 310,000. B-score at 10 µM;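 active = B-score, a plate-corrected calcium signal, over three deviations above library mean, with baseline fluorescence within five deviations of library mean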;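 note: RGS4 expression induced by doxycycline in cells with stable M3 receptor; B-score is computed from the integrated fluorescence ratio over baseline after carbachol; higher B-score means a larger calcium signal and so more RGS4 inhibition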
KCNQ1 act: potentiators or activators of KCNQ1 channel, primary screen, cell-based, thallium flux, high-throughput | Potassium voltage-gated channel subfamily KQT member 1 (Homo sapiens), P51787 | CHO-K1 KCNQ1, thallium flux FluxOR fluorescence; stronger effect = higher value | B-score at 10 µM | hit rate 0.35% among 310,000 | AID 2648, 2010;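 active = fluorescence ratio B-score, a plate-corrected score, at least three library SD, with initial intensity B-score within 5 SD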
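Doses: Single concentration per compound, DMSO matched to controls | Test system: KCNQ1-transfected CHO-K1 cells | Timing: 90 min dye loading and 20 min compound exposure, both at room temperature | Measured by: Kinetic FluxOR thallium fluorescence, 10-s 1-Hz baseline, 110-s post-stimulus read | Medium: Assay buffer with matched DMSO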
Dyrk1A ADPGlo: rat Dyrk1A kinase inhibitors, primary screen, biochemical, single point, plate reader; inhibition, % at 12.5 µM; hit rate 0.43% among 310,000; ADP-Glo luminescence, NFATc1 peptide; in the data active = inhibition above about 50%;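 note: plate controls were vehicle with enzyme for no effect and no enzyme for full effect; many of its hits are not listed in these tables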
PolyA inh: polyadenylation inhibitors in yeast reporter cells, primary screen, luminescence, S. cerevisiae; S. cerevisiae SKY197-pL101 polyadenylation reporter, beta-gal luminescence; efflux-impaired pdr1/pdr3 knockout yeast; score 100 = 6 SD above DMSO; calls only at 12 µM; hit rate 0.02% among 300,000; AID 1875, 2009;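 active = lowest replicate activity score at least 50, where 100 means six control SD above control mean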;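 note: yeast exposed to compound for 9 h at 30 °C; higher score means more reporter readthrough which indicates perturbed polyadenylation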
KCNK3 inh: human KCNK3 channel inhibitors, primary screen, CHO cells, FluxOR thallium flux, B-score | Potassium channel subfamily K member 3 (Homo sapiens), O14649 | FluxOR fluorescence; stronger effect = lower value | B-score at 10 µM | hit rate 0.84% among 340,000 | AID 602410, 2012;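 active = B-score under library mean minus 4 SD, starting fluorescence ratio at most library mean plus 5 SD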;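 note: more negative B-score means stronger inhibition of thallium flux through KCNK3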
Active calls of the source: *; i = inactive; . = no result given. The list is partial (hit frequency here may not be typical).

SMILES	GSK3beta inhib	hERG protect	KCNK9 block	RGS4 act	KCNQ1 inh	GSK3 alpha inh	RGS4 inh	KCNQ1 act	Dyrk1A ADPGlo	PolyA inh	KCNK3 inh
O=C(NC1CCc2ccccc21)C1CCN(S(=O)(=O)c2ccc(-n3cnnn3)cc2)CC1 (stereo not given)	0.6	-6.8	i	i	i	2.8	i	i	-4.0	i	i
S=C(NCCc1ccccn1)Nc1cc(Cl)cc(Cl)c1	2.7	-10.9	i	i	6*	4.3	i	i	2.3	i	i
CC1(C)CC(=O)C2=C(C1)Nc1ccccc1NC2c1ccc(F)cc1 (stereo not given)	-0.8	-15.8	i	i	i	-1.3	i	i	6.2	i	i
CCc1ccc(/C(C)=N/NC(=O)C(O)c2ccccc2)s1 (stereo not given)	0.1	-3.9	i	i	i	0.0	i	i	.	i	i
CCC(=O)N1C(Cc2ccccc2)COC1(C)C (stereo not given)	0.6	-3.8	i	i	i	.	i	i	1.0	i	i
O=C(NC1(C(F)(F)F)NC(=O)N(c2ccc(F)c(Cl)c2)C1=O)c1ccncc1 (stereo not given)	-0.1	-12.0	i	i	i	-2.8	i	i	-0.5	i	i
CC1CCN(C(=O)CSc2n[nH]c(-c3cccs3)n2)CC1	0.1	-16.0	i	i	i	-4.0	i	i	-3.3	i	i
COc1ccc(S(=O)(=O)NCCC(=O)NC(C)c2ccccc2)cc1 (stereo not given)	3.8	-10.1	i	i	i	-3.6	i	i	1.6	i	i
O=C(Cc1ccc(-c2ccccc2)cc1)NCc1ccccc1	2.8	-4.4	i	i	i	-2.0	i	i	-4.0	i	i
COC(=O)c1c(NC(=O)CSc2ccccc2N)sc(C)c1C	1.7	-4.8	-7.65*	i	i	-1.3	i	i	2.0	.	i
Cc1ccc(NS(=O)(=O)c2cccc(C(=O)O)c2)cc1S(=O)(=O)N1CCOCC1	2.5	-0.1	i	i	i	-7.1	i	i	2.4	i	i
O=C(CN1C(=O)S/C(=C\c2ccc(C(=O)O)cc2)C1=O)Nc1ccccc1	1.1	0.1	i	i	i	-4.0	i	i	-1.5	i	i
CC(=O)Oc1cc2c(C(=O)NCc3ccncc3)c(C)oc2c2ccccc12	-8.2	-24.3	i	i	i	0.7	i	i	-0.2	i	i
COC(=O)Cc1ccc(OCc2ccc(Cl)nc2)cc1	2.3	-14.9	i	i	i	0.4	i	i	.	i	i
COc1ccc(CNC(=S)N/N=C(\C)c2ccc(OC)cc2)cc1	-0.5	-9.5	i	i	i	-2.4	i	i	-0.3	i	i
CCOC(=O)C1CCN(C(=O)CSc2n[nH]c(=O)[nH]c2=O)CC1	-1.4	-7.2	i	i	i	.	i	i	-3.0	i	i
COc1cc(CNc2ccc(N3CCOCC3)c(C(=O)O)c2)ccc1OCC(N)=O	1.0	-4.5	i	i	i	0.3	i	i	4.6	i	i
CN(Cc1ccccc1)c1ccc(C(=O)O)cc1[N+](=O)[O-]	0.9	0.4	i	i	i	2.7	i	i	0.6	i	i
CCC1CCCCN1S(=O)(=O)c1ccc(C(=O)Nc2nnc(C3=COCCO3)o2)cc1 (stereo not given)	2.6	-5.0	i	i	i	0.0	i	i	1.5	i	i
CC1CC(=O)N(c2ccc(NCc3ccc(Cl)cc3)c([N+](=O)[O-])c2)C1=O (stereo not given)	3.5	-6.0	i	i	i	-2.9	i	i	-3.4	i	i
O=C1NN(c2ccccc2)C(=O)/C1=C/c1ccc(-c2cccc(C(=O)O)c2)o1	-0.9	-8.8	i	i	i	-7.0	i	i	7.8	i	i
O=C(O)c1ccccc1/C=N/Nc1ccc(S(=O)(=O)N2CCOCC2)cc1[N+](=O)[O-]	-0.1	-14.2	i	i	i	-4.4	i	i	-0.5	i	i
COc1ccccc1CNC(=O)c1nnc(Cc2ccc(Cl)cc2)o1	1.7	-2.2	i	i	i	0.9	i	i	4.1	i	i
COc1ccc(NC(=O)CCNS(=O)(=O)c2cccc3nsnc23)cc1	-1.1	-2.6	i	i	i	-0.6	i	i	-1.7	i	i
NC(=O)c1ccsc1NC(=O)CSc1nnc(C2CC2)n1Cc1ccccc1	2.6	-10.0	i	i	i	3.7	i	i	3.7	i	i
O=C([C@@H]1Cc2ccccc2CN1)N1CCN(Cc2ccccc2)CC1	0.2	-8.0	i	i	i	1.2	i	i	-7.5	i	i
CCCOc1ccc(C(=O)N/N=C/c2ccc(-c3ccc(S(=O)(=O)Nc4ncccn4)cc3)o2)cc1	-0.5	-11.0	i	i	i	-0.2	i	i	-8.5	i	i
Cc1ccc(C)c(Oc2ccc(S(=O)(=O)N3CCN(C)CC3)cn2)c1	.	-3.9	i	i	i	-0.4	i	i	-3.7	i	i
COc1cccc(OC)c1C(=O)NC(C)CCc1ccccc1 (stereo not given)	0.6	-7.5	i	i	i	-0.2	i	i	2.6	i	i
O=C(Cn1cc2c(n1)CCCC2)NCc1cccs1	0.8	-5.6	i	i	i	-0.8	i	i	7.7	i	i
O=C(O)COCC(=O)Nc1cc(C(F)(F)F)cc(C(F)(F)F)c1	-1.0	-7.3	i	i	i	-6.4	i	i	13.1	i	i
CN(CC(=O)Nc1ccc(N2CCOCC2)cc1)CC(=O)Nc1ccc(Cl)cc1[N+](=O)[O-]	3.0	-4.7	i	i	i	-1.0	i	i	-0.2	i	i
COCCCNC(=O)CSc1nc2cc3c(cc2c(=O)n1CCCC(=O)NCc1ccc(OC)cc1)OCO3	0.0	-5.7	i	i	i	-3.0	i	i	.	i	i
CC(C)c1ccc(NC(=O)C2CC(=O)N(C(C)C)C2)cc1 (stereo not given)	22.6	-9.9	i	i	i	-0.9	i	i	-3.4	i	i
Nc1c(C(=O)NCCc2ccccc2)nnn1Cc1ccc(Br)cc1F	1.1	-7.0	i	i	i	-1.4	i	i	-0.9	i	i
Nc1nonc1-n1nnc(C(=O)N/N=C/C2CCCCC2)c1-c1ccccc1	1.1	-7.1	i	i	i	3.0	i	i	2.3	i	i
CCN1C2OC3OC4C(OC3OC2N(CC)S1(=O)=O)N(CC)S(=O)(=O)N4CC (stereo not given)	0.8	-7.2	i	i	i	-1.8	i	i	0.6	i	i
COc1cc(N=c2ssnc2Cl)cc(OC)c1	-1.7	-16.8	i	i	i	1.1	i	i	-0.1	i	i
O=C(COc1ccc2c(-c3ccccc3)cc(=O)oc2c1)Nc1cccnc1	2.1	-9.0	i	i	i	-3.8	i	i	.	i	i
COc1ccc(CNC(=O)C(c2ccco2)N(C(=O)c2snc(C(N)=O)c2N)c2cccc(OC)c2)cc1 (stereo not given)	.	-7.4	i	i	i	-4.4	i	i	18.1	i	i
COc1ccccc1-c1cc(C(=O)N2CCc3ccccc3C2)c2ccccc2n1	-1.7	-17.8	i	i	i	-1.6	i	i	.	i	.
CCOCc1cn(CC(=O)c2ccc([N+](=O)[O-])cc2)c(C)nc1=N	2.0	-6.3	i	i	i	-3.2	i	i	-2.9	i	i
CC(C)n1c(N2CCN(S(=O)(=O)c3cccc([N+](=O)[O-])c3)CC2)nc2ccccc21	0.7	-3.1	i	i	i	-1.0	i	i	13.0	i	i
O=C1N=C(N2CCCC2)CN1c1ccccc1	2.2	-6.4	i	i	i	2.0	i	i	-4.1	i	i
N#C/C(=C\N1CCOCC1)S(=O)(=O)c1ccc(Cl)cc1	-1.4	-7.6	i	i	i	4.8	i	i	.	i	i
Fc1cccc(F)c1/C=N/N1CCOCC1	-0.6	-1.8	i	i	i	-4.4	i	i	-1.9	i	i
COc1cccc(CNC(=O)C(c2ccc(Cl)cc2)C(C)C)c1 (stereo not given)	-1.9	-12.8	i	i	i	0.3	i	i	-5.8	i	i
CN(C)c1cncc(C(=O)O)c1	0.8	-2.5	i	i	i	-3.0	i	i	-0.7	i	i
Cc1ccc(C)c(OCCCCN2CCNCC2)c1C	0.1	-8.2	i	i	i	-1.1	i	i	6.8	i	i
COc1ccc(CNC(=O)CN(Cc2ccco2)C(=O)CCC(=O)Nc2ccccn2)cc1	1.4	-8.7	i	i	i	18.5	i	i	-7.5	i	i
O=C(Nc1nccs1)C1CC(=O)N(c2ccc(F)cc2)C1 (stereo not given)	-0.7	-7.7	i	i	i	10.4	i	i	-0.5	i	i
CC1CC(C)CN(CCCNC(=O)Cn2ncc3c([nH]c4ccccc43)c2=O)C1 (stereo not given)	0.6	-4.4	i	i	i	3.9	i	i	-4.3	i	i
CS(=O)(=O)c1ccc2nc(NC(=O)Nc3ccc(Cl)c(Cl)c3)sc2c1	0.4	-5.0	i	i	i	-4.9	i	i	-6.2	i	i
CN(C)c1ccc(C(=O)OCC(=O)NC2CCCCC2)cc1	-3.4	-4.1	i	i	i	-0.7	i	i	-56.4	i	i
COC(=O)/C(=C\C(=O)c1ccc([N+](=O)[O-])cc1)Nc1ccc(OC)cc1	-2.6	-3.3	i	i	i	-0.8	i	i	.	i	i
O=S(=O)(c1ccc(-n2cnnn2)cc1)N(C1CCCCC1)C1CCCCC1	2.8	-14.2	i	i	i	17.2	i	i	5.5	i	i
